bCat nuc transl: alters nuclear translocation of beta-catenin in HeLa cells | immunofluorescence imaging | nuclear translocation activity, % at 5 µM | 190,000 tested, 0.3% active | AID 1665;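 active = nuclear translocation activity above 50% at 5 µM, with a well cell count of 50 or more; inconclusive = wells under 50 cells across six images, flagged as toxic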;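 note: per-cell ratio of nuclear to cytoplasmic median beta-catenin stain intensity; plate controls were DMSO negative control for no effect and GSK-3 inhibitor IX positive control for full effect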
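Test system: human HeLa cells, endogenous beta-catenin. Times: 24 h compound exposure, 37°C. Measured by: beta-catenin immunofluorescence imaging with DAPI.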
T cell HTS: T cell immune modulation candidate | 2C CD8+ T cell-vesicle binding, flow cytometry; stronger effect = lower value | calls only at 7 µM | 330,000 tested, 0.068% active | AID 2052;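 active = response, share of CD8 T cells binding vesicles, and their 90th percentile fluorescence all below set limits, cut at about 80% in these data, passing the limit was not always enough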
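Assay system – 2C mouse CD8+ T cells · Also added – QL9-loaded Drosophila micro-vesicles · Timing – Cell–vesicle co-incubation 1.5 h at 37 °C, staining 20 min on ice · Signal – flow cytometry of vesicle-bound cells · Measure – percent CD8+ FL2 mean versus row control · Controls – Peptide-free naked vesicles (low) and QL9 vesicles with 0.7% DMSO vehicle (high)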
MT stabilize HCS: microtubule stabilization, imaging screen. HeLa tubulin immunostaining HCS, 24 h; share of cells brighter than vehicle mean+2SD. AID 2205. 200,000 tested, 0.83% active. % tubulin-high responders, % at 10 µM;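 active = plate Z-score above 3 for both tubulin-high and condensed-nucleus cell shares, with cell loss under 80%, at 10 µM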;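 note: anti alpha tubulin signal scored within the nucleus-defined area of each cell; some results filed as inactive read as strong as hits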
Insulin prom up: MIN6 insulin promoter up-regulation. MIN6 insulin promoter-GFP reporter, high-content imaging; stronger effect = higher value. z-score at 5 µM. 190,000 tested, 0.3% active;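 active = z-score above 3 at 5 µM with at least 500 cells counted in the well; inconclusive = wells under 500 cells, flagged as cytotoxic or low count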
WT yeast gro inh: growth inhibition of WT yeast, mitochondrial fusion screen. mitochondrial fusion phenotypic screen, WT strain. inhibition, % at 10 µM. 190,000 tested, 2.1% active; in the data active = inhibition above about 58%; tested in S. cerevisiae
Autophagy mod: modulators of autophagy; 190,000 tested, 0.98% active; calls only at 10 µM (by protocol); MEF GFP-LC3 puncta imaging; test concentration mostly 10 µM;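 active = percentage of spot-positive cells more than 3 SD above its plate mean, without a fluorescence outlier flag or 80% toxicity; inconclusive = no clear call, values can overlap the other calls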;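 note: spot-positive cell cutoff set from DMSO-treated cells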
West Nile virus CPE: inhibition of WNV-induced cytopathic effect – cell-based, CPE readout (AID 1621); West Nile virus-infected cells, CPE inhibition; higher % means a stronger effect; CPE inhibition, % at 10 µM; hits with a dose series show IC50 in µM; 290,000 tested, 0.02% active; in the data active = a potency from the dose series; inconclusive = CPE inhibition mostly from about 3.7% at the one dose, without a potency; inactive = the rest, 99 in 100 with CPE inhibition below about 2.2%; note: strong numbers were not always called active
Hep lipid drop: hepatic lipid droplet formation modulation. inhibition, % at 6.5 µM. 240,000 tested, 0.4% active. AML12 mouse hepatocytes, oleate lipid droplets, BODIPY imaging;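 active = lipid droplet intensity inhibited by at least 50%, with more than 500 cells counted; inconclusive = wells with under 300 cells, treated as cytotoxic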
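Assay system: AML12 hepatocytes (mouse); Probe or stimulus: oleic acid at 100 µM to induce lipid droplet formation; Dosing: compound at 6.5 µM only; Schedule: compound with oleate, overnight; Detection: fluorescence imaging, 20x objective, two fields per well; Measure: % inhibition of lipid droplet signal.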
Myeloid diff MLP: promotes myeloid progenitor differentiation; ER-HoxA9 myeloid progenitors, lysozyme-GFP differentiation, flow cytometry; calls only at 10 µM; 360,000 tested, 1% active;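 active = normalized GFP-positive differentiation at or above the plate's own cutoff, the solvent-only control mean plus 3 SD; inconclusive = no clear call, values can overlap the other calls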;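 note: cells exposed to compound for four days before flow analysis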
WT yeast gro inh mutant strain: further read-out of WT yeast gro inh, marked with its call; inhibition, %; mitochondrial fusion phenotypic screen, mutant strain inhibition
Insulin prom up cell count: further read-out of Insulin prom up, marked with its call; cell count; measured here: cytotoxicity, nuclei count;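 total cells summed across four imaged fields per well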
Hep lipid drop cells 6.5 µM: second read-out of Hep lipid drop, no call of its own (marks repeat the call); cell count; measured here: cell count, cytotoxicity flag;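 cells counted across two imaged fields per well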
bCat nuc transl cell count 5 µM: second read-out of bCat nuc transl, no call of its own (marks repeat the call); cell count; measured here: cell count, cytotoxicity flag
T cell HTS vesicle-bound %: recorded beside T cell HTS, whose call it bears; double positive events, %; measured here: CD8+ vesicle-bound cell fraction;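 binding gate set so that unloaded-vesicle control wells show 10% double positive cells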
MT stabilize HCS Hoechst-high %: second read-out of MT stabilize HCS, no call of its own (marks repeat the call); % Hoechst-high responders; measured here: nuclear condensation Hoechst responders;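 share of cells brighter than vehicle mean plus two SD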
MT stabilize HCS cytotoxicity %: also measured in MT stabilize HCS; calls as there; toxicity, %; measured here: cytotoxicity by cell density;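 0% = mean cell density of plate MIN control wells and 100% = no cells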
Autophagy mod cell loss 18 h: second read-out of Autophagy mod, no call of its own (marks repeat the call); toxicity, %; measured here: cell loss, nuclei count;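 cell loss after 18 h compound exposure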
Myeloid diff MLP GFP+ MAC1+ %: further read-out of Myeloid diff MLP, marked with its call; GFP+ MAC1+ double positive, %; measured here: differentiation confirmed by MAC1 staining
Active calls of the source: *; i = inactive; ? = inconclusive; . = not tested or not shown.

SMILES | bCat nuc transl | bCat nuc transl cell count 5 µM | T cell HTS | T cell HTS vesicle-bound % | MT stabilize HCS | MT stabilize HCS Hoechst-high % | MT stabilize HCS cytotoxicity % | Insulin prom up | Insulin prom up cell count | WT yeast gro inh | WT yeast gro inh mutant strain | Autophagy mod | Autophagy mod cell loss 18 h | West Nile virus CPE | Hep lipid drop | Hep lipid drop cells 6.5 µM | Myeloid diff MLP | Myeloid diff MLP GFP+ MAC1+ %
CC(C(=O)Nc1nccs1)N1C(=O)C2CC=CCC2C1=O (stereo not drawn) | -8.6 | 1238 | i | 39.1 | 2.8 | 2.0 | 11.9 | . | . | 19.9 | 17.0 | i | 15.2 | 0.0% | 9.1 | 812 | i | 0.5
O=S(=O)(c1ccc(Cl)cc1)N1CCN(Cc2ccc(O)c3ncccc23)CC1 | 1.2 | 981 | i | 23.3 | 6.8 | 2.8 | 32.2 | 0.37 | 1709 | -17.7 | -16.1 | i | 15.9 | ? | -25.2 | 518 | ? | .
COc1ccc(-n2nc(C(=O)NCC(=O)N3CCC(C)CC3)c3ccccc3c2=O)c(OC)c1 | . | . | i | 41.1 | . | . | . | . | . | . | . | . | . | 0.0% | -17.9 | 776 | i | 0.2
CCC(C)c1ccc(OCC(=O)Nc2ccc3[nH]c(=O)[nH]c3c2)cc1 (stereo not drawn) | -5.2 | 499 | i | 45.2 | 3.3 | 2.0 | 0.4 | 0.06 | 1259 | -6.8 | 16.6 | i | 15.2 | -0.5% | 15.0 | 662 | i | 0.5
CCCCOc1ccc(-c2ncc(C(=O)O)c(C)n2)cc1 | -3.8 | 983 | i | 40.8 | 2.9 | 2.3 | 5.1 | 0.49 | 1259 | -5.6 | -14.0 | i | 8.5 | 0.4% | . | . | i | 0.6
N#CCSc1nnc(-c2ccc3c(c2)OCO3)o1 | 0.0 | 1102 | i | 59.7 | 1.4 | 1.0 | 4.2 | 0.82 | 1337 | -9.2 | -8.5 | i | 21.0 | -1.2% | -25.8 | 721 | i | 0.3
COc1ccc(C(=O)/C=C2/C(=O)Nc3ccccc32)c(OC)c1 | . | . | i | 57.8 | . | . | . | . | . | . | . | . | . | -1.9% | -2.8 | 715 | ? | .
Cc1ccc(CSC(Nc2ccc(F)cc2)=C(C#N)C#N)cc1 | -6.1 | 564 | i | 36.5 | 4.1 | 2.2 | 2.7 | -0.55 | 869 | 47.5 | 16.9 | i | 4.1 | 3.0% | -3.8 | 629 | i | 0.8
CSc1nc(-c2cccs2)c(C#N)c(=O)[nH]1 | -1.1 | 1134 | i | 13.6 | . | . | . | -0.21 | 1500 | . | . | . | . | 0.3% | 3.8 | 689 | i | 0.8
COc1ccc(C(=O)NCC(c2ccc(F)cc2)N2CCOCC2)cc1S(=O)(=O)N1CCCC1 (stereo not drawn) | 0.0 | 1359 | i | 52.8 | 6.1 | 2.9 | 3.7 | 0.43 | 1390 | -4.4 | 8.0 | i | 20.8 | -0.3% | . | . | i | 0.7
Cc1nnc(SCC(=O)NC(=O)NCc2ccco2)n1Cc1ccccc1 | . | . | i | 20.9 | 2.3 | 2.5 | 9.7 | -0.35 | 975 | 9.5 | 20.9 | i | 34.9 | -0.1% | 5.2 | 787 | i | 0.8
Cc1ccc(N2NC(=O)/C(=C/c3ccc(-c4ccc(Cl)c(C(=O)O)c4)o3)C2=O)cc1 | -1.7 | 931 | i | 63.8 | 2.8 | 1.4 | 9.4 | 0.84 | 1691 | 8.9 | -12.4 | i | 28.9 | 0.1% | 9.4 | 669 | i | 0.5
COc1ccc(NC(=S)NC(=O)CC(C)C)c(OC)c1 | -0.8 | 984 | i | 42.4 | 10.1 | 1.3 | 9.8 | -0.89 | 1582 | 13.2 | 15.2 | i | 11.3 | -0.8% | -9.0 | 673 | i | 0.3
COc1ccc(C(C(=O)NC2CCCCC2)N(Cc2cccs2)C(=O)Cc2c[nH]c3ccccc23)cc1 (stereo not drawn) | 0.9 | 1345 | i | 24.2 | 2.0 | 2.1 | 10.7 | 0.46 | 1392 | 27.3 | 5.4 | i | -20.0 | -0.3% | . | . | i | 1.6
CCN(CC)S(=O)(=O)c1ccc2c(c1)nc(CCC(=O)OCC(=O)Nc1cc(Cl)cc(Cl)c1)n2C | 0.5 | 1099 | i | 22.4 | 2.1 | 2.8 | 6.8 | . | . | -8.2 | -8.2 | i | 7.0 | -0.1% | -7.1 | 645 | i | 0.9
Cc1cc2c(c(=O)o1)C(Cc1ccccc1)C(C#N)=C(N)O2 (stereo not drawn) | . | . | i | 33.4 | 2.9 | 1.4 | 4.3 | -0.46 | 933 | -0.4 | -12.7 | i | 24.1 | 0.6% | 13.1 | 825 | i | 0.2
O=C1ON=C(c2ccccc2)/C1=C/c1cccnc1 | -1.9 | 1188 | . | . | 12.9 | 0.7 | 16.2 | -0.56 | 1444 | 9.0 | 0.1 | i | -0.3 | 0.8% | -8.7 | 664 | i | 0.1
Cc1cc(=O)oc(C)c1C(=O)NCc1ccc(F)cc1 | -1.1 | 1039 | i | 32.2 | 5.1 | 4.2 | 1.3 | 0.42 | 1614 | -0.2 | 16.4 | i | 5.2 | 0.3% | -8.6 | 596 | i | 9.2
O=C(c1ccc([N+](=O)[O-])cc1)n1nc(-c2ccccc2)nc1NCc1ccc(F)cc1 | 1.6 | 1100 | i | 20.0 | 3.1 | 2.6 | 2.8 | -0.6 | 1409 | 1.8 | -24.4 | i | -1.4 | -0.7% | 2.0 | 687 | i | 0.9
COc1ccc(OC)c(C2/C(=C(/O)c3ccccc3)C(=O)C(=O)N2Cc2ccco2)c1 (stereo not drawn) | 0.2 | 1035 | i | 52.4 | 4.7 | 2.6 | 5.5 | 0.89 | 1461 | 21.8 | 0.5 | i | 12.9 | -0.2% | 13.8 | 585 | i | 0.3
O=C(COC(=O)COc1cccc(Br)c1)Nc1c(Cl)cccc1Cl | . | . | i | 58.2 | 3.8 | 2.1 | 6.9 | -0.78 | 1371 | -5.6 | -9.4 | i | -3.2 | 0.0% | 13.0 | 660 | i | 0.3
COC(=O)C/C=N/N=C1/NC(=O)/C(=C/C(=O)O)S1 | -1.0 | 1242 | i | 23.1 | . | . | . | -0.16 | 1378 | . | . | . | . | 0.5% | -18.8 | 712 | i | 0.3
NNC(=O)c1ccc(O)cc1O | -7.4 | 566 | i | 1.3 | 2.0 | 2.7 | 2.1 | -0.07 | 1420 | -2.8 | 0.4 | i | -9.4 | 0.9% | 3.1 | 699 | i | 0.3
Cc1cc(NC(=O)c2cc(-c3cccc(OCC(C)C)c3)nc3ccccc23)no1 | . | . | i | 10.8 | . | . | . | . | . | . | . | . | . | -0.2% | 9.0 | 600 | ? | .
COc1cccc(OCC(O)CN2CCN(c3ccc(Cl)cc3)CC2)c1 (stereo not drawn) | -0.6 | 1395 | i | 52.0 | . | . | . | -0.07 | 944 | . | . | . | . | -0.3% | 6.1 | 655 | i | 0.9
Cc1cc(C)cc(OCC(=O)O/N=C(\N)c2cccnc2)c1 | -0.4 | 1355 | . | . | . | . | . | -0.55 | 1071 | . | . | . | . | -0.5% | 25.6 | 716 | i | 0.5
O=C(CC1SC(=O)N(Cc2ccc(Cl)cc2)C1=O)Nc1nccs1 (stereo not drawn) | -1.8 | 1107 | i | 13.6 | 4.5 | 2.4 | 6.7 | -0.1 | 1531 | -10.9 | 0.8 | i | -7.1 | -0.5% | -0.6 | 675 | i | 0.6
Cc1cc(N2CCN(c3cccc(C)c3C)CC2)nc(-c2ccccc2)n1 | -1.4 | 1180 | i | 29.0 | 2.8 | 1.4 | 8.7 | 0.12 | 1102 | -0.1 | 11.7 | i | 29.8 | 0.5% | -0.4 | 748 | i | 1.0
O=C(c1cccc(C(F)(F)F)c1)C1CCCN(C(=O)CN2CCOC2=O)C1 (stereo not drawn) | . | . | i | 63.8 | . | . | . | . | . | . | . | . | . | -0.8% | -12.2 | 721 | i | 1.0
O=C(NC1CCC(O)CC1)c1ccc(S(=O)(=O)NCc2ccco2)cc1 (stereo not drawn) | 2.6 | 1111 | i | 30.9 | 1.7 | 1.0 | 9.4 | 0.33 | 828 | -5.3 | -7.0 | i | 1.9 | 0.4% | -45.2 | 789 | i | 0.5
O=C1/C(=C/c2ccccn2)COc2ccccc21 | -3.7 | 1055 | i | 34.8 | 2.6 | 2.8 | 12.0 | 0.76 | 1208 | -10.2 | -13.1 | i | -4.2 | 0.2% | 3.4 | 698 | ? | .

Given field by field: part of the list above
Cc1cc(N2CCN(c3cccc(C)c3C)CC2)nc(-c2ccccc2)n1
  bCat nuc transl: -1.4
  bCat nuc transl cell count 5 µM: 1180
  T cell HTS: i
  T cell HTS vesicle-bound %: 29.0
  MT stabilize HCS: 2.8
  MT stabilize HCS Hoechst-high %: 1.4
  MT stabilize HCS cytotoxicity %: 8.7
  Insulin prom up: 0.12
  Insulin prom up cell count: 1102
  WT yeast gro inh: -0.1
  WT yeast gro inh mutant strain: 11.7
  Autophagy mod: i
  Autophagy mod cell loss 18 h: 29.8
  West Nile virus CPE: 0.5%
  Hep lipid drop: -0.4
  Hep lipid drop cells 6.5 µM: 748
  Myeloid diff MLP: i
  Myeloid diff MLP GFP+ MAC1+ %: 1.0

O=C(c1cccc(C(F)(F)F)c1)C1CCCN(C(=O)CN2CCOC2=O)C1 (stereo not drawn)
  bCat nuc transl: .
  bCat nuc transl cell count 5 µM: .
  T cell HTS: i
  T cell HTS vesicle-bound %: 63.8
  MT stabilize HCS: .
  MT stabilize HCS Hoechst-high %: .
  MT stabilize HCS cytotoxicity %: .
  Insulin prom up: .
  Insulin prom up cell count: .
  WT yeast gro inh: .
  WT yeast gro inh mutant strain: .
  Autophagy mod: .
  Autophagy mod cell loss 18 h: .
  West Nile virus CPE: -0.8%
  Hep lipid drop: -12.2
  Hep lipid drop cells 6.5 µM: 721
  Myeloid diff MLP: i
  Myeloid diff MLP GFP+ MAC1+ %: 1.0
